Screens: PubChem BioAssay, several laboratories
GSK3A inh: blocks human GSK-3 alpha kinase | 320,000 compounds, 0.1% hits | inhibition, % at 10 µM | ADP-Glo luminescence, 60 min | P49840 | AID 2650;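 in the data active = inhibition above about 50%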;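 also: GST-tagged GSK-3 alpha with peptide substrate and 25 µM ATP; 0% = DMSO neutral wells and 100% = GW8510 positive control wells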
Target sequence (P49840 whole entry, looked up): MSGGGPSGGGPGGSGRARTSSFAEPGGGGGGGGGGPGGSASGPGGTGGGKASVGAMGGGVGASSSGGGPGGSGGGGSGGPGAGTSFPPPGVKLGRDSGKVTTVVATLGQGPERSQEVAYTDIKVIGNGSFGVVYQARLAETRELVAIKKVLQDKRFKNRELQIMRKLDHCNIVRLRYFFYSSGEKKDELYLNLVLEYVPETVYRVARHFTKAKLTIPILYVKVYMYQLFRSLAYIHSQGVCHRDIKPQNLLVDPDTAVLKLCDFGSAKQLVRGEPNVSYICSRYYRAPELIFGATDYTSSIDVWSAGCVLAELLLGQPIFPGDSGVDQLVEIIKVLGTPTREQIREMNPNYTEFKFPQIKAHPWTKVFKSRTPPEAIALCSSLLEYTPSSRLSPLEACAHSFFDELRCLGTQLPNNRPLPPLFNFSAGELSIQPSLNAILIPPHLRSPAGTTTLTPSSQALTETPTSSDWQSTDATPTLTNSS
aSyn UTR inh: MLPCN primary screen, SNCA 5' untranslated region; alpha-synuclein 5'UTR reporter, inhibitor activity; 300,000 compounds, 0.82% hits; AID 1813; inhibition, % (tested at 7.5 µM); in the data active = inhibition above about 60%; inconclusive = no clear call, values can overlap the other calls;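 also: H4 neuroglioblastoma cells stably carrying SNCA 5'UTR luciferase fusion; 0% = DMSO wells and 100% = positive control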
PolyA inhibitor: blocks polyadenylation in yeast reporter cells. calls only at 12 µM. 300,000 compounds, 0.02% hits. AID 1875. S. cerevisiae SKY197-pL101 polyadenylation reporter, beta-gal luminescence; efflux-impaired pdr1/pdr3 knockout yeast; score 100 = 6 SD above DMSO;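 active = lowest replicate activity score at least 50, where 100 means six control SD above control mean; inconclusive = lowest score under 50 but half or more replicates reach 50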;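 also: yeast exposed to compound for 9 h at 30 °C; higher score means more reporter readthrough which indicates perturbed polyadenylation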
KLF5 inhibitor: suppresses KLF5 promoter-driven expression | DLD-1 KLF5 promoter-luciferase reporter, luminescence | 290,000 compounds, 0.23% hits | inhibition, % at 5 µM;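 active = inhibition above a per-plate limit of that plate's mean compound inhibition plus 3 SD, cut at about 60% in these data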;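 also: 0% = DMSO wells and 100% = LY294002 at 200 µM; higher means less KLF5 promoter-driven luciferase light; inactives centre near -14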
GSK3beta inhib: blocks human GSK3beta kinase activity | GST-GSK3beta kinase, ADP-Glo luminescence, 60 min; stronger effect = lower value | activity score (negative = inhibition), % at 10 µM | 300,000 compounds, 0.038% hits | AID 2097;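 active = more than half of replicate wells score below -50%, meaning over 50% inhibition versus plate controls; inconclusive = some replicates but at most half score below -50%; inactive = no replicate scores below -50%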;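 also: 0% = median DMSO wells and -100% = median GW8510 positive control wells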
Target sequence (P49841 whole entry, looked up): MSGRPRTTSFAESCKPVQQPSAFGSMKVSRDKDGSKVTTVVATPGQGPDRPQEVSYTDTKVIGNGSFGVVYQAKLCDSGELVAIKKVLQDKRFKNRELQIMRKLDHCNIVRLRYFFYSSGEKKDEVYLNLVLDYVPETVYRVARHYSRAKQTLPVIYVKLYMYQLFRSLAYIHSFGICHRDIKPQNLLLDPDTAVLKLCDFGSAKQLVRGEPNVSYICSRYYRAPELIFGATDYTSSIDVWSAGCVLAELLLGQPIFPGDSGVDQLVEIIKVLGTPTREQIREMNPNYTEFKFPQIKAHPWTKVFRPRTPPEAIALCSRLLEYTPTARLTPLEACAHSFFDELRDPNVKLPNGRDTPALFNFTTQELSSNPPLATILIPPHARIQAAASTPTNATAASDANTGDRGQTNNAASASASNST
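Assay system: GST-fused GSK3beta enzyme, cell-free / Medium: Tris pH 7.5 buffer with MgCl2, DTT, BSA, heparin / Also added: peptide substrate plus 25 µM ATP (final) / Compound: 10 µM single point / Timing: kinase reaction with compound 60 min at room temperature / Detection: ADP-Glo luminescence / Benchmarks: DMSO neutral wells and GW8510 at 20 µM as positive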
AI-2 QS modul: Vibrio harveyi AI-2 quorum sensing modulation; Vibrio harveyi JMH597 AI-2 luminescence/OD600 ratio, 9 h; stronger effect = lower value; strain lacks LuxN and CqsS sensors; 0 = neutral-control median; activity change, % at 7.5 µM; 300,000 compounds, 0.4% hits; AID 2094; in the data active = activity change below about -75%, passing the limit was not always enough; inconclusive = no clear call, values can overlap the other calls;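 also: luminescence divided by OD600 gain over 9 h not by final OD600 alone; inactives centre near 13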
HSF-1 act: increases HSF-1 driven luciferase reporter signal; activation, % at 9 µM; 300,000 compounds, 1.7% hits; AID 504408; NIH3T3-HGL HSF-1 luciferase reporter, MG132, 8 h; 100% = twice DMSO control signal;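 active = mean replicate activation of at least 50% with a set share of replicates each reaching 50%; inconclusive = only one of those two conditions met; inactive = mean below 50% and too few replicates reaching it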;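 also: 0% = median of the neutral control wells and 100% = twice that signal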
HSF1 inhib: HSF1 inhibition. NIH3T3-HGL HSE-luciferase, MG132-induced, luminescence 8 h; stronger effect = lower value. activity change, negative = inhibition, % at 7.5 µM (by protocol). 300,000 compounds, 0.77% hits;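 active = more than half of replicate wells show activity change below -50%, luminescence cut by over half; inconclusive = some wells, but at most half, below -50%; inactive = no replicate well below -50%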;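 also: luciferase reports HSF-1 transcriptional activity via heat shock element; 0% = median of DMSO wells and -100% = zero luminescence signal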
IEC-6 tox: IEC-6 cytotoxicity, counter-screen for KLF5 inhibitors; luminescence viability; inhibition, % at 5 µM; 290,000 compounds, 0.78% hits; AID 1825; in the data active = inhibition above about 22%;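 also: 0% = plate median of test compound wells and 100% = cytotoxic reference compound wells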
HSP90 inh: HSP90 refolding inhibition in rabbit reticulocyte lysate; inhibition, % at 5.6 µM; luciferase refolding luminescence, 3 h; AID 1789; 290,000 compounds, 0.91% hits;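 active = inhibition above the screen-wide mean plus 3 SD, computed separately per campaign, cut at about 16% in these data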;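 also: 0% = DMSO wells and 100% = 60 µM geldanamycin wells; inhibitors lower the luminescence because luciferase stays unfolded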
* = called active by the depositor; i = inactive; ? = inconclusive; · = no result given. Only part of the results is shown; count on the stated rates, not on these rows.

SMILES	GSK3A inh	aSyn UTR inh	PolyA inhibitor	KLF5 inhibitor	GSK3beta inhib	AI-2 QS modul	HSF-1 act	HSF1 inhib	IEC-6 tox	HSP90 inh
Cc1ccc(C(=O)Oc2cc(C)[nH]c(=O)c2[N+](=O)[O-])cc1	1	-10	i	-15	-1	-9	21	17	2	1
CC(=O)Nc1c2c(nn1-c1ccccc1)CSC2	1	18	i	-15	1	8	-7	-4	-2	-3
CN1CCN(c2nc3c(c(=O)[nH]c(=O)n3C)n2Cc2cccc(Br)c2)CC1	2	-6	i	-16	-1	17	-16	2	-2	-3
O=C(CNC(=O)c1ccc(Cl)cc1)NCC(F)(F)F	-2	14	i	-23	-1	7	-10	5	-2	-2
CCc1ccccc1N(C)S(=O)(=O)c1cc(-c2cc(C)no2)ccc1OC	0	24	i	-29	0	8	-14	-6	6	-4
CCn1c(SCc2ccc(F)cc2)nc2c(c1=O)SCC2	-4	54	i	-3	-1	25	28	-2	2	-4
COCCOC(=O)C1=C(C)NC2=C(C(=O)CC(C)(C)C2)C1c1cccnc1 (centres undefined)	-1	-7	i	-33	-1	16	19	-8	-3	0
Cc1nc2c(C)cccn2c(=O)c1NC(=O)c1cccc2ccccc12	-3	12	i	·	0	8	-9	2	·	·
Cc1ccccc1/C=N/n1c(COc2ccccc2)n[nH]c1=S	-1	17	i	-17	6	3	22	-10	-4	2
Cn1c(-n2c(CCCN3C(=O)c4ccccc4C3=O)nc3ccccc3c2=O)nc2ccccc21	-1	-7	i	-9	4	12	3	-2	0	-2
CN(Cc1ccccc1F)C(=O)c1ccc2c(=O)n3c(nc2c1)CCC3	-1	-2	i	·	4	11	-7	-7	·	·
O=C(O)CCCC(=O)Nc1ccc(N=Nc2ccccc2)cc1	-4	-25	i	-14	2	30	-6	5	-7	0
CC(C)CC(=O)OCC(=O)Nc1ccccc1Sc1ccccc1	3	15	i	-5	-2	12	1	-4	-2	-1
COc1ccc(OC)c(S(=O)(=O)Nc2cc(Cl)cc(Cl)c2)c1	0	3	i	-34	0	20	17	-7	2	-1
CCCNC(=O)c1ccc(CN2CCOCC2)cc1	·	-2	i	-4	2	10	22	-2	3	1
COc1cc(N2C(=O)CSC2=S)cc(OC)c1OC	-1	-7	i	-3	0	3	34	4	-7	-2
Cc1ccccc1Cn1cc(NC(=O)c2noc(C(C)C)c2[N+](=O)[O-])cn1	-1	106*	i	-28	1	27	-18	-18	-6	-2
Cc1cc(NC(=O)CSc2ncnc3ccccc23)no1	-1	-4	i	5	1	24	6	4	-3	0
CCOC(=O)N1CCN(c2nc3ccccc3nc2C(C#N)C(=O)NCCc2ccccc2)CC1 (centres undefined)	0	-14	i	5	0	62	0	5	0	2
COc1ccc(NC(=S)N(CCCN2CCC(C)CC2)Cc2cccs2)cc1	-2	9	i	-2	1	-4	-10	-1	0	1
O=C(CN(c1cccc([N+](=O)[O-])c1)S(=O)(=O)c1ccccc1)NCc1ccccc1	-1	8	i	-6	1	-4	-1	-7	-11	-2
Cc1ccc(C)c(N2CCN(C(=O)CCC(=O)Nc3nnc(CC(C)C)s3)CC2)c1	-1	1	i	-10	3	22	21	1	4	2
Cc1ccc(NC(=O)CCc2ccc(C)o2)cc1	2	-19	i	-29	2	?	-2	-1	5	5
COCCCn1c(=O)c2ccccc2n(CC(=O)Nc2ccc3c(c2)OCCO3)c1=O	-4	8	i	2	0	23	6	-4	3	-6
COC(OC)c1ccc(C#N)c(SCc2ccc(C)cc2)n1	0	-13	i	-36	2	7	1	8	1	4
New compounds follow.
SMILES	GSK3A inh	aSyn UTR inh	PolyA inhibitor	KLF5 inhibitor	GSK3beta inhib	AI-2 QS modul	HSF-1 act	HSF1 inhib	IEC-6 tox	HSP90 inh
O=[N+]([O-])c1ccccc1/C=N/n1c(C(F)(F)F)n[nH]c1=S	-4	-24	i	-27	0	22	24	4	-4	-7
Cc1cccc(C)c1NC(=O)c1nc(S(=O)(=O)Cc2ccccc2)ncc1Cl	·	19	i	18	-6	11	596*	i	38*	3
CCOc1ccc(/C=N/NC(=O)C(OC)c2ccccc2)cc1 (centres undefined)	0	33	i	-18	-2	19	3	-4	-4	2
Nc1nonc1N1CCCCC1	-2	2	i	-4	4	10	-53	-39	2	3
CCOc1ccc(N=CNc2ccc(OCC)cc2)cc1	-1	2	i	-35	1	-11	-4	-11	0	-3
COc1cccc(NS(=O)(=O)c2cc(C)sc2C)c1	-2	5	i	-27	-1	2	10	-4	-1	0
CO/N=C/c1cn(-c2ccc(Cl)cc2)nn1	-1	-15	i	-23	4	-2	10	11	2	3
S=C(Nc1ccccc1Cl)N1CCN(Cc2ccccc2)CC1	-3	-2	i	-1	0	13	4	5	3	1
COc1ccc(N=Cc2c(OC)ccc3ccccc23)cc1	-4	-35	i	·	-8	16	1	-3	·	·
COC(=O)N1C(=O)[C@](c2ccccc2)(C(C)C)N1C(=O)OC	2	3	i	39	1	15	12	14	11	31*
C/C(=N\NC(=O)CSc1nc2ccccc2c(=O)n1-c1ccccc1C)c1cccs1	-2	26	i	2	-2	9	8	12	1	1
CCCCN(CCCC)S(=O)(=O)c1ccc(OC)c2ncccc12	-5	7	i	6	1	12	-38	-21	4	5
O=C(COc1ccccc1Cl)Nc1ccc2oc(=O)ccc2c1	-1	-72	i	-61	-1	6	33	0	-2	-2
Cc1ccc(S(=O)(=O)CC(C)N2CCN(C3CCCCC3)CC2)cc1 (centres undefined)	3	-10	i	-25	-4	11	-2	-6	-2	5
CCCNC(=O)Nc1ccc(C(F)(F)F)cc1	0	-26	i	-38	2	2	12	6	1	-3
NS(=O)(=O)c1ccc(NC(=O)COC(=O)COc2cccc(C(F)(F)F)c2)cc1	2	-6	i	-21	-1	16	3	1	-5	-2
Cn1ncc([N+](=O)[O-])c1C(=O)NC1CCCCC1	0	-14	i	-18	0	17	-12	3	2	1
COc1ccc(-c2noc(CN(C)C(=O)Nc3ccccc3)n2)cc1	·	-4	i	-11	-2	36	9	3	-2	-3
CCCCOC(=O)C(NC(=O)c1ccccc1)=C(C)C	1	1	i	11	0	17	1	2	-1	1
Cc1cc(C)cc(NC(=O)CN2CCC(NC(=O)Cc3ccccc3)CC2)c1	-4	-8	i	-46	2	19	-3	-6	-2	1
COc1ccc(/C=N/NS(=O)(=O)c2ccc(F)cc2)cc1CN1CCSCC1	-1	-5	·	-9	4	14	-18	3	0	-4
Cc1ccc(NC(=O)NNC(=O)CN2C(=O)COc3ccccc32)cc1	0	22	i	-8	4	14	4	3	-3	4
O=S(=O)(NCc1cccnc1)c1ccc2c(c1)OCCO2	-3	17	i	-17	2	7	0	-3	2	3
Cc1cc2ccccn2c1C(=O)c1ccccc1Br	0	8	i	-30	4	-3	4	-3	-2	1
c1ccc(-c2csc3ncnc(NCCCN4CCOCC4)c23)cc1	·	12	i	-36	-4	10	-17	-5	4	-1
(listing goes on)
SMILES	GSK3A inh	aSyn UTR inh	PolyA inhibitor	KLF5 inhibitor	GSK3beta inhib	AI-2 QS modul	HSF-1 act	HSF1 inhib	IEC-6 tox	HSP90 inh
COc1ccc(C(NC(=O)c2ccco2)c2ccc(OC)c(OC)c2)cc1OC	-1	12	i	13	3	40	-13	6	-4	1
Cn1c(=O)c(=O)n(C)c2cc(S(=O)(=O)N3CCCC3C(=O)NCc3cccnc3)ccc21 (centres undefined)	1	9	·	8	3	3	15	1	-6	-3
O=C(Nc1ccccc1N1CCCC1)c1ccc(F)c(S(=O)(=O)N2CCOCC2)c1	2	9	i	·	0	7	-3	-1	·	·
CCN1CCN(CC(=O)N2N=C(c3cccs3)CC2c2ccc(C)cc2)C(=O)C1=O (centres undefined)	-1	-39	i	-5	0	21	12	7	6	-2
CN(CC#CCC(c1ccccc1)c1ccccc1)C(C)(C)C	-1	-17	i	-21	2	5	8	10	-2	2
N#C/C(=C\c1ccccc1)C(=O)N1CCC(C(N)=O)CC1	-1	2	i	4	2	17	-2	-5	1	3
O=c1[nH]c(C2CCN(S(=O)(=O)Cc3ccccc3)CC2)nc2c1nnn2Cc1ccccc1	3	6	i	-9	0	38	26	14	3	9
Cc1ccc(-n2nnnc2/C=C\Nc2cc(C)on2)cc1	0	9	i	-10	0	0	-4	6	-6	-2
O=C1NCC2=C1C(c1ccccc1)Nc1ccccc1N2 (centres undefined)	0	-38	i	-7	0	18	15	17	2	0
CCn1c(-c2ccco2)nc2ccccc21	2	-32	i	-9	-2	5	21	3	4	-1
CCOc1ccc(N2C(=O)CC(NCCc3ccncc3)C2=O)cc1 (centres undefined)	-1	11	i	10	0	20	9	-1	-6	-4
CCCc1nc2oc3cc(OC)ccc3c(=O)c2c(=O)n1CCc1ccccc1	-1	-32	i	-11	1	11	?	14	-2	-2
Cc1cc(Cl)ccc1NC(=O)C(=O)N/N=C/c1ccc2c(c1)OCO2	-2	-19	i	-8	1	25	-17	-14	0	-1
CC(=O)NC(C(=O)OCC(=O)N(c1ccccc1)c1ccccc1)C(C)C (centres undefined)	-4	5	i	-20	2	-10	-16	-6	4	7
O=C(CS(=O)(=O)c1cn(Cc2ccc(F)cc2)c2ccccc12)N1CCCCC1	-2	10	i	-19	-3	-1	4	3	-2	2
O=C(CCCn1c(=O)c2sccc2n(CC(=O)OCc2ccccc2)c1=O)NCc1ccco1	-6	-24	i	-8	2	20	3	8	2	1
CN(C)Cc1cc(C(C)(C)C)c(O)c(C(C)(C)C)c1	3	-11	i	9	·	·	21	10	-1	-1
Cc1cccc(/C=N/NC(=O)c2c(-c3ccccc3)noc2C)c1O	-2	62*	i	44	0	35	19	23	27*	-4
CCOC(=O)c1oc2ccc(S(=O)(=O)n3nc(-c4ccc(OC)cc4)cc3N)cc2c1C	0	5	i	-20	3	36	2	-1	0	-3
CCCC(=O)Nc1nnc(-c2cccc(OCC)c2)s1	0	-49	i	-19	1	11	14	8	-1	-1
Cc1ccc(S(=O)(=O)NCc2ccco2)cc1C(N)=O	-2	11	i	-50	-4	34	0	1	-1	-2
CC(=O)Nc1nc(SCc2cccc3ccccc23)n[nH]1	-2	19	i	-4	1	15	-2	-2	3	3
CCN(CC)C(=O)COc1ccc2c(-c3ccc(OC)cc3)cc(=O)oc2c1	-1	13	i	-6	1	29	12	-3	2	-2
Cc1ccc(Cl)cc1NC(=O)CCNC(=O)N1CC(=O)Nc2ccccc21	-1	-19	i	-20	0	27	8	0	-6	-7
N#CC1=C(N)N(c2ccccc2)C2=C(C(=O)CCC2)C1c1cccs1 (centres undefined)	0	-46	i	-1	-5	17	-11	-3	-6	4
